Epigenetic derep: Quantitative High-Throughput Screen for Regulators of Epigenetic Control; murine LDR cells, GFP reporter derepression, 30 h; Potency, µM (top dose mostly 53.9 µM), inactives show at the top dose GFP activation, most hits filed as activators; 0.2% of 280,000 active; further: potency means the concentration at half of the fitted maximal effect; % of control where 0% means no effect; nearly all actives have a fitted effect of over 60% in size
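Readout is the number of GFP-expressing murine LDR cells, counted by cytometry following washing. Cells were treated with compound for 30 h at 37 C; the stably integrated CMV-GFP locus is normally silent.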
Lamin A splicing: qHTS Assay for Modulators of Lamin A Splicing. HeLa LMNA splicing GFP/RFP minigene ratio, 48 h. Potency, µM (doses to about 46.1 µM), for the others: top-dose ratio change, negative = inhibition, most hits filed as inhibitors. 0.01% of 200,000 active. AID 1487, 2009; active means well fitted inhibition curve with a large enough effect in the signal ratio, with a control signal flat, not every such curve was filed as active; inconclusive means small, poorly fitted or top-dose-only effect, or effect the other way, or a change in a side signal; the % refers to the signal ratio; further: potency means the concentration at half of the fitted maximal effect; on the % scale 0 is the no-effect control and ±100 the full control effect
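S3 HeLa cells stably expressing lamin A-EGFP splicing minigene plus DsRed2, 600 cells/well, 48 h compound exposure at 37C. Laser-scanning cytometry; analysed as GFP (500-530 nm)/RFP (575-640 nm) total intensity ratio; 0.5% DMSO vehicle.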
aGal spleen mod: qHTS Assay for Inhibitors and Activators of Human alpha-Galactosidase From Spleen Homogenate. Alpha-galactosidase A (Homo sapiens), P06280. human spleen homogenate, 4MU-alpha-Gal fluorescence, 40 min. Potency, µM (titrated, usually from 80 µM), inactives show top-dose activity change, negative = inhibition, actives largely listed as inhibitors. 0.008% of 240,000 active;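 further: potency means the concentration at half of the fitted maximal effect; 0% = enzyme with vehicle and -100% = no enzyme basal signal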
Target sequence (P06280 32-429 limits assumed): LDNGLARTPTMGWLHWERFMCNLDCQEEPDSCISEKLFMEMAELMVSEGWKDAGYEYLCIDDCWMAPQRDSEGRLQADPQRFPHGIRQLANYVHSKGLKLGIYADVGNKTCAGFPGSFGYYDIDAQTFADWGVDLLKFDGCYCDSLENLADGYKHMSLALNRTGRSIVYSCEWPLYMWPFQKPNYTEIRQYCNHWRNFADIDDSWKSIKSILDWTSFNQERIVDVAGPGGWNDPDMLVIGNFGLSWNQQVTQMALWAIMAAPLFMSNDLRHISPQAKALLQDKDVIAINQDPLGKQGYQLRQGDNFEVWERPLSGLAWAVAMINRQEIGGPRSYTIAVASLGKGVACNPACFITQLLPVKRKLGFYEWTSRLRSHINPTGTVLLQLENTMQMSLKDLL
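Inhibition or activation of alpha-galactosidase in human spleen homogenate is scored by 4-MU fluorescence after 40 min at 37C, pH 5.0, with 1 mM substrate. AC50s come from concentration-response fitted to the Hill equation.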
IMPase Li inh: qHTS Assay for Identifying the Cell-Membrane Permeable IMPase Inhibitors: Potentiation with Lithium | AID 1457, 2008 | CHO-M1 cells, IP1 TR-FRET (IP-One), carbachol + lithium | Potency, µM (highest dose often 59.4 µM), inactives show at the top dose activity, negative = IMPase inhibition, actives largely listed as inhibitors | 0.35% of 210,000 active;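 further: IP1 builds up when IMPase is blocked and the TR-FRET signal falls; potency means the concentration at half of the fitted maximal effect; plate controls were basal vehicle for no effect and high inhibitor control for full effect; nearly all actives have a fitted effect of over 50% in size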
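Lithium-sensitised IP1 accumulation assay; M1-expressing CHO cells treated 30 min at 37C with compound. Competitive antibody detection by time-resolved FRET followed a 10 min room-temperature lysis step.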
KinaseGlo FLuc: Counterscreen for Luciferase (Kinase-Glo TM) Inhibition; Luciferin 4-monooxygenase (Photuris pensylvanica), Q27757; Kinase-Glo luciferase, ATP luminescence, 8 min; Potency, µM (highest dose often 38.3 µM), for inactives: at the highest dose activity change, negative = inhibition, most hits filed as inhibitors; 0.28% of 200,000 active; AID 1379, 2008; further: potency means the concentration at half of the fitted maximal effect; on the % scale 0 is the no-effect control and ±100 the full control effect; nearly all actives have a fitted effect of over 60% in size
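Inhibition of Kinase-Glo luciferase light generation was assessed at 10 uM ATP in pH 7.2 imidazole buffer, with luminescence measured after eight minutes at ambient temperature.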
CBFb-RUNX1 inh: qHTS Assay for Compounds Blocking the Interaction Between CBF-beta and RUNX1 for the Treatment of Acute Myeloid Leukemia; Potency, µM (highest dose often 59.8 µM), for the others: top-dose activity, negative = inhibition, most hits filed as inhibitors; 230,000 tested, under 10 active; Runt-related transcription factor 1 (Homo sapiens) + Core-binding factor subunit beta …; AlphaScreen CBFb-His/RUNX1-biotin binding, biochemical; further: % of control where 0% means no effect
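Room-temperature protein-protein interaction test with 30 nM each of His-tagged CBF-beta and biotinylated RUNX1, 15 min with compound, then 90 min with nickel plus streptavidin beads. Signal read in AlphaScreen mode.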
NPSR antag: qHTS Assay for Antagonists of the Neuropeptide S Receptor: cAMP Signal Transduction | Q6W5P4 | 1% of 220,000 active | AID 1461, 2008 | Potency, µM (top dose mostly 38.3 µM), for the others: top-dose activity change, negative = inhibition, most hits filed as inhibitors | CHO-NPSR cells, cAMP TR-FRET, antagonist mode; further: potency means the concentration at half of the fitted maximal effect; on the % scale 0 is the no-effect control and ±100 the full control effect; nearly all actives have a fitted effect of over 50% in size; many of its hits are not listed in these tables
Target sequence (Q6W5P4 whole entry, looked up): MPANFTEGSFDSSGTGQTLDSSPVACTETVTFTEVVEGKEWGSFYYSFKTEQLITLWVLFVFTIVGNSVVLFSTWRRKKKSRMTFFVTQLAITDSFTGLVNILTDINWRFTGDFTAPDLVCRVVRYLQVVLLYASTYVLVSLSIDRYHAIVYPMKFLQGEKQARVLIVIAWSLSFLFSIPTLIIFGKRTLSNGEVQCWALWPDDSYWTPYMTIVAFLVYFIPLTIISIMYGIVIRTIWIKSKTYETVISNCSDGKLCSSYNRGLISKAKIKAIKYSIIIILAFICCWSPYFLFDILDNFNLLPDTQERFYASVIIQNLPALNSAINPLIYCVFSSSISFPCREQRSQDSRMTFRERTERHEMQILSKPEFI
An asterisk follows results filed as active; ? = inconclusive; / = not tested or not shown; [ ] = dose if it differs, or a comment. Unless noted, the call rests on the fitted dose curve; in most records, active means well fitted curve in the direction sought with a large enough effect; inconclusive means small, poorly fitted or top-dose-only effect, or another doubt; inactive means no such curve, though single readings can be large; an effect the other way counts as inactive or inconclusive. These rows are one share of the data; rates above refer to the full screens.

SMILES | Epigenetic derep | Lamin A splicing | aGal spleen mod | IMPase Li inh | KinaseGlo FLuc | CBFb-RUNX1 inh | NPSR antag
Cc1cc(NC(=O)CSc2nnc(CNc3cccc(C(F)(F)F)c3)n2Cc2ccco2)no1 | 0.8% | 5.3% | 7.8% | -5.6%[38.3 µM] | 0.5% | 3.8% | 4.2%[46.1 µM]
CCN(C)Cc1c(C(=O)N2CCc3ccccc3C2)nc2ccc(Cl)cn12 | 15.8% | / | -0.9% | -5.4% | 1.5% | 4.4% | 19.7%
OCCNC(=S)c1ccccc1 | -2.4% | / | 2.0% | / | / | 2.7% | -25.3%
CCOC(=O)NCCOC(=O)Nc1ccc(Cl)cc1 | -4.0% | 6.9%[46 µM] | 4.6% | 9.3% | 2.3% | 19.4% | 5.3%
COc1cccc(CN(C(=O)Cc2c[nH]c3ccccc23)C(C(=O)NC2CCCCC2)c2cccs2)c1 (stereo not given) | -0.9% | -13.1% | 0.6% | 5.2% | 11.7% | 7.4% | ?
O=C(NCc1ccco1)C(=O)c1cn(CC(=O)N2CCCCC2)c2ccccc12 | 4.9% | / | 0.2% | 2.0% | -4.1% | -4.8% | -11.6%
CN1/C(=C\C=C(/C#N)C(=O)Nc2ccc(Cl)cc2)C(C)(C)c2ccccc21 | 22.4µM* | -4.4% | 7.4% | 7.9% | 3.7% | 13.3% | 13.4%
CCOc1ccc(OCC)c(Nc2cc(C)nc3ncnn23)c1 | -0.8% | -20.0% | -1.9% | 24.8%[38.3 µM] | 2.0% | 4.1% | -13.2%[46.1 µM]
CCN(CC)c1ccc(CNc2nc3ccccc3n2CC)cc1 | 0.0% | / | -4.8% | / | / | -11.9% | -24.7%
c1ccc2c(-c3nnc4n3CCCCC4)cc(-c3ccncc3)nc2c1 | 0.0% | -2.1% | -4.4% | 1.2% | -4.0% | 2.4% | 15.5%
COc1cc(/C=C2/SC(=S)N(CC3CCCO3)C2=O)ccc1O (stereo not given) | 3.1% | -4.1% | -0.3% | 12.5% | -10.4% | -19.9% | -8.4%
CCOC(=O)c1c(C)n(C)c2ccc(OC)c(NC(=O)c3cccs3)c12 | -1.1% | 5.3% | 5.2% | 8.0%[38.3 µM] | -5.3% | -3.3% | -24.6%[46.1 µM]
O=C(OCC(=O)N1CCCC1)c1cc(Br)ccc1Cl | -2.5% | / | -1.0% | 0.2% | -0.9% | -7.1% | 8.3%
NS(=O)(=O)c1ccc(NC(=S)N2CCN(c3cccc(Cl)c3)CC2)cc1 | -1.0% | ? | 3.0% | 7.9% | 3.2% | -11.2% | 18.2%
COc1ccc(-c2csc(NCc3ccco3)n2)cc1 | -0.2% | ? | 20.4% | -5.3%[38.3 µM] | -5.2% | -22.0% | -10.0%[46.1 µM]
CC(C)CN(C(=O)COC(=O)CNC(=O)c1ccc(Cl)cc1)C1CCS(=O)(=O)C1 (stereo not given) | -1.4% | 2.5%[46 µM] | 3.5% | 1.8% | 0.8% | 12.6% | 13.6%
CCOC(=O)c1c(NC(=O)CSc2nc3ccccc3s2)sc(C(C)=O)c1C | 0.1% | 21.2% | -0.9% | -36.8%[38.3 µM] | -1.8% | -2.7% | -21.6%[46.1 µM]
COc1cc(OC)c(OC)cc1/C=C1\Oc2cc(OS(C)(=O)=O)ccc2C1=O | 1.1% | / | 3.1% | / | / | -15.2% | 8.1%
CC1(C)NC(=O)N(CC(O)CNC23CC4CC(CC(C4)C2)C3)C1=O (stereo not given) | -1.1% | -10.1% | -2.3% | 24.3%[38.3 µM] | -0.1% | ? | 1.7%[46.1 µM]
O=C(N/N=C/c1ccccc1)c1ccco1 | 3.5% | / | 5.1% | / | / | 1.5% | 23.0%
Cc1ccc(NC(=O)CN2C(=O)S/C(=C\c3cc(C)n(C)c3C)C2=O)cc1 | ? | -4.0% | -5.3% | -13.9%[38.3 µM] | -2.1% | -0.6% | -6.6%[46.1 µM]
Cc1cc2ccc(C)c(C)c2nc1SCC(=O)c1cccs1 | -6.8% | 3.1% | 15.1% | 18.6%[38.3 µM] | 3.5% | ? | -7.0%[46.1 µM]
CC(C)(C)OC(=O)Cn1c(=O)cnc2ccccc21 | 0.8% | -3.8% | 3.3% | 19.2%[38.3 µM] | -5.6% | -2.6% | -20.1%[46.1 µM]
COCCn1c(=O)[nH]c2cc(C(=O)OC)ccc2c1=O | -1.0% | 0.6% | ? | -3.8%[38.3 µM] | 1.5% | 5.8% | -3.3%[46.1 µM]
COc1ccccc1CC(=O)Nc1cccc2c1CCCC2 | 0.0% | ? | 2.2% | -1.7% | -5.4% | -12.4% | -3.8%
N#Cc1c(-c2ccccc2)cc(C2CC2)nc1SCC(=O)O | 0.0% | -15.4% | 1.3% | -12.9% | 0.7% | -2.8% | -20.5%[46.1 µM]
COc1ccc(Br)cc1-c1noc(-c2ccncc2)n1 | 1.2% | -0.3% | 3.6% | 10.1%[38.3 µM] | -0.1% | 3.6% | 6.7%[46.1 µM]
c1ccc(-c2cc(N3CCCCCC3)n[nH]2)cc1 | 0.9% | 9.3% | -7.3% | 32.3%[38.3 µM] | -2.4% | -14.5% | -16.0%[46.1 µM]
COc1cccc(C(=O)c2sc(NC(C)C)nc2N)c1 | 5.0% | 22.2% | -8.0% | 3.0% | 1.1% | 2.9% | -9.8%[46.1 µM]
O=C(N/N=C/c1cn(-c2cccs2)nc1-c1ccccc1)c1ccc(O)cc1 | -0.6% | ? | 6.3% | 12.3% | -20.1% | -0.7% | -51.8%
CCN(CC)c1cccc(OCC(=O)N(C)CCC#N)c1 | 9.8% | 11.1% | 4.2% | -0.1%[38.3 µM] | -2.7% | -22.5% | -20.4%[46.1 µM]
O=C(CCc1ccccc1)NNC(=O)c1ccccc1C(=O)O | 0.0% | 6.9% | -1.4% | -4.5% | 0.7% | 4.6% | 9.5%
CCc1ccc(N2CC(O)(c3cccs3)[N+]3=C2SCCC3)cc1 (stereo not given) | -1.8% | / | -0.6% | 18.4% | -1.8% | -5.5% | -11.5%
CC(C)Cc1cc(C(=O)N2CCC(N3CCC(C(=O)N4CCCC4)CC3)CC2)n[nH]1 | 1.5% | 0.8%[46 µM] | -4.9% | 5.9% | 3.5% | 8.2% | -17.2%
Cc1cc(NC(=O)C2C3C(=O)N(Cc4ccc(Cl)cc4)C(C(=O)NCc4ccccc4)C34C=CC2(C)O4)no1 (stereo not given) | -2.0% | -6.0% | 2.4% | 19.9%[38.3 µM] | -4.1% | 4.6% | -14.0%[46.1 µM]
COc1cc(OC)cc(-n2nnnc2SCC(=O)NC2CCCC2)c1 | 15.8% | 2.3% | 9.5% | 7.4%[38.3 µM] | -2.8% | 1.2% | -8.4%[46.1 µM]
COC(=O)c1ccc(Cn2cc(C(F)(F)F)ccc2=O)cc1 | -5.3% | / | 7.7% | 1.4% | -3.2% | 17.2% | -1.6%
CCCCOc1ccc(S(=O)(=O)NNC(=O)c2cc3ccccc3o2)cc1 | -1.1% | ? | 8.9% | 8.6% | 1.5% | 6.6% | -18.6%
NC(Cc1cnc[nH]1)C(=O)Nc1ccc2ccccc2c1 (stereo not given) | -0.8% | -10.6% | 2.3% | -1.5% | -0.3% | / | /
CCSc1nnc(NC(=O)c2cc(-c3ccccc3O)n[nH]2)s1 | 0.3% | / | -1.6% | / | / | -6.7% | 12.2%
C/C(=N\Nc1ccc(C(=O)O)cc1)c1ccc(S(=O)(=O)NCc2ccco2)cc1 | -2.0% | / | -6.5% | / | / | -7.7% | 1.2%
COc1ccc([N+](=O)[O-])cc1/C=N/Nc1nc(N2CCCCC2)nc(N2CCCCC2)n1 | -3.0% | ? | -3.0% | 9.2% | -2.2% | 8.6% | -31.9%
CCOC(=O)C1CCCN(c2c(NCCC(C)C)c(=O)c2=O)C1 (stereo not given) | 0.1% | / | 2.7% | / | / | 1.6% | 1.3%
O=C(/C=C/c1ccc2ccccc2n1)c1cc(Cl)ccc1O | ? | / | 8.4% | / | / | -16.9% | -24.2%
NC(=O)c1ccc(N2CCC(C(N)=O)CC2)c([N+](=O)[O-])c1 | -0.3% | / | 8.6% | / | / | -0.3% | 0.3%
COc1cccc(NC(=S)N(CCN(C)C)Cc2cccs2)c1 | -1.3% | -13.5%[46 µM] | 3.1% | 7.1% | 4.2% | -0.2% | -8.3%
CC(=O)Nc1ccc(OC(=O)Oc2ccc(NC(C)=O)cc2)cc1 | 0.0% | / | 8.4% | / | / | 4.2% | 9.4%

Record cards, as listed above:
CC(=O)Nc1ccc(OC(=O)Oc2ccc(NC(C)=O)cc2)cc1 is listed with Epigenetic derep = 0.0%; Lamin A splicing = /; aGal spleen mod = 8.4%; IMPase Li inh = /; KinaseGlo FLuc = /; CBFb-RUNX1 inh = 4.2%; NPSR antag = 9.4%
COc1cccc(NC(=S)N(CCN(C)C)Cc2cccs2)c1 is listed with Epigenetic derep = -1.3%; Lamin A splicing = -13.5%[46 µM]; aGal spleen mod = 3.1%; IMPase Li inh = 7.1%; KinaseGlo FLuc = 4.2%; CBFb-RUNX1 inh = -0.2%; NPSR antag = -8.3%

Reformatted: 3 of the compounds above.
structure: O=C(/C=C/c1ccc2ccccc2n1)c1cc(Cl)ccc1O
  Epigenetic derep: ? | Lamin A splicing: / | aGal spleen mod: 8.4% | IMPase Li inh: / | KinaseGlo FLuc: / | CBFb-RUNX1 inh: -16.9% | NPSR antag: -24.2%

structure: NC(=O)c1ccc(N2CCC(C(N)=O)CC2)c([N+](=O)[O-])c1
  Epigenetic derep: -0.3% | Lamin A splicing: / | aGal spleen mod: 8.6% | IMPase Li inh: / | KinaseGlo FLuc: / | CBFb-RUNX1 inh: -0.3% | NPSR antag: 0.3%

structure: COc1cccc(NC(=S)N(CCN(C)C)Cc2cccs2)c1
  Epigenetic derep: -1.3% | Lamin A splicing: -13.5%[46 µM] | aGal spleen mod: 3.1% | IMPase Li inh: 7.1% | KinaseGlo FLuc: 4.2% | CBFb-RUNX1 inh: -0.2% | NPSR antag: -8.3%

Assay outcomes (PubChem)
